ABHD5 PLIN5 PPI: blocks binding of human ABHD5 to perilipin-5 | Q00G26+Q8WTS1 | Split G. princeps luciferase complementation, luminescence, 4 h | inhibition, % at 4 µM | 0.78% of 360,000 active | AID 602281;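 active = inhibition above the mean inhibition across every tested compound plus 3 SD, cut at about 22% in these data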;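 note: 0% = DMSO only wells and the 100% control is not disclosed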
MC4R ag barr: activates human MC4R beta-arrestin recruitment; P32245; U2OS MC4R beta-arrestin complementation, luminescence; percent of melanotan II response, DMSO zero; activation, % at 8.9 µM; 0.98% of 360,000 active; AID 540308;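 active = activation above a per-plate cutoff, the mean activation of sample wells on that plate plus 3 SD, cut at about 8% in these data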
Target sequence (P32245 whole entry, looked up): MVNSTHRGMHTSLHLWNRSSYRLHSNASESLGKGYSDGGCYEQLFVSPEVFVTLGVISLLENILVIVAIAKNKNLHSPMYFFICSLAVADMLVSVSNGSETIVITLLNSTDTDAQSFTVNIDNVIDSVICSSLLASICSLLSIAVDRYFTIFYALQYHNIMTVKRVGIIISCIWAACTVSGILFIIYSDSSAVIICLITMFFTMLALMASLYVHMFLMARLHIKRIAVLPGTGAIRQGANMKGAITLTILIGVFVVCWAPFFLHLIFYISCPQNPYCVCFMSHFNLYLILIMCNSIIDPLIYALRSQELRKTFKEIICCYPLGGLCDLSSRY
H9c2 protect: modulators protecting cardiomyocytes from myocardial damage; H9c2 cardiomyocytes, H2O2 injury protection, ATPLite, 2 h; protection from H2O2 cell death, % at 20 µM; 0.63% of 360,000 active; AID 588492;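 active = compounds giving at least 50% protection of heart cells from peroxide-induced death in the single-dose screen, raw or plate-pattern-corrected value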;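 note: 0% = DMSO wells with peroxide and 100% = DMSO wells without peroxide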
HTR2A ag: mouse HTR2A agonism via beta-arrestin recruitment; P35363; activation, % at 7.6 µM; 0.66% of 360,000 active; CHO-K1 mHTR2A beta-arrestin complementation, luminescence; percent of 30 µM serotonin response;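 active = activation above a run cutoff, the mean activation of all tested compounds plus 3 SD, cut at about 14% in these data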;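 note: 0% = plate median of compound wells and 100% = 30 µM serotonin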
NOD2 RIPK2 PPI: inhibitors of human NOD2-RIPK2 interaction; O43353; CHO BLA complementation NOD2-RIPK2, CCF4 ratio; inhibition, % at 4.98 µM; 0.38% of 360,000 active; in the data active = inhibition above about 21%;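 note: 0% = vehicle only and 100% = reference blocker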
Target sequence (O43353 whole entry, looked up): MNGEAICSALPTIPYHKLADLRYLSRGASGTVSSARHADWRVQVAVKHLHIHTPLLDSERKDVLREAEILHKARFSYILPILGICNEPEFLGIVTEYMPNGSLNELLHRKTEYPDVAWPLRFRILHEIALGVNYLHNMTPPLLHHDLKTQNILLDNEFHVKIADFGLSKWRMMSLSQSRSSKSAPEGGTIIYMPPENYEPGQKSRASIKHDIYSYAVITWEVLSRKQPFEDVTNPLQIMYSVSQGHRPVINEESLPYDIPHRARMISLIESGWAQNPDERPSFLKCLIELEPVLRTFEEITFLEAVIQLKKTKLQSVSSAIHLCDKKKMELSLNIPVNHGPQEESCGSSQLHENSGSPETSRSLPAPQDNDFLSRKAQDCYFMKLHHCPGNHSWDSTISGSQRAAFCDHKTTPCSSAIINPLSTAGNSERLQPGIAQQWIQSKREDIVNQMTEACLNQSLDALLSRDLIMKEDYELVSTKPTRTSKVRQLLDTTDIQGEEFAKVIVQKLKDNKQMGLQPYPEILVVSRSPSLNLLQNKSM
N-glyco inh: blocks N-linked glycosylation in D54 reporter cells; D54 ERlucT glycosylation luciferase reporter, 24 h; percent of 100 nM tunicamycin response; reporter increase, % at 12.5 µM; 0.23% of 360,000 active;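 active = mean luciferase reporter signal, scaled so untreated is 0 and the glycosylation-blocking control 100, at or above a set limit in every replicate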;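 note: luciferase carries N-glycosylation sites so blocking glycosylation raises the light; 0% = median of neutral control wells and 100% = median of 100 nM tunicamycin wells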
ABCB6 inh 2: human ABCB6 transporter inhibition. K562-ABCB6 porphyrin accumulation, flow cytometry, 1 h; stronger effect = lower value. Q9NP58. fluorescence ratio to DMSO, % at 10 µM. AID 602162. 0.19% of 360,000 active;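 active = fluorescence ratio to DMSO below 75%, the collection mean minus 3 SD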;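 note: signal is porphyrin accumulated inside mitochondria; 100% equals median channel fluorescence of DMSO control wells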
TLR9-MyD88 inh: blocks human TLR9 binding to MyD88; Q9NR96+Q99836; CHO BLA complementation TLR9-MyD88, CCF4 FRET ratio; inhibition, % at 4.98 µM; 0.21% of 340,000 active; AID 504734;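 active = inhibition above the mean over all tested compounds plus 3 SD, cut at about 21% in these data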;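 note: 0% = DMSO only wells and 100% = clavulanate BLA inhibitor control wells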
NCOA2 inhibitor: inhibits human steroid receptor coactivator 2. Q15596. HEK293 GAL4-SRC2 luciferase reporter, luminescence. inhibition, % at 9 µM. 0.17% of 370,000 active. AID 651957;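 active = inhibition above the mean inhibition of all tested compounds plus 3 SD, set per campaign, cut at about 52% in these data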;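 note: 0% = DMSO treated cells and 100% = cells given Gossypol at 36 µM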
MC4R antagonist: antagonists of human melanocortin 4 receptor (MC4R) | P32245 | MC4R-expressing cells, MTII-stimulated cAMP, LANCE TR-FRET | inhibition, % at 6.5 µM | 0.48% of 360,000 active | AID 540295;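 active = inhibition above its plate's cutoff, the mean of tested wells on that plate plus 3 SD, cut at about 29% in these data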;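 note: 0% = Melanotan II alone and 100% = Melanotan II plus saturating MCL0020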
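Assay system: human MC4R-expressing U2OS cells; reagent: Melanotan II stimulation of cells; dosing: 6.5 µM single dose; timing: compound 30 min, challenge 1 h, detection 1 h; signal: TR-FRET cAMP assay; replicates: one well per compound, no replicates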
* marks the source's active call; other numbers are inactive results. Some of the compounds tested. The share of hits here may be higher or lower than overall.

What do the screens show for `Cc1ccc(NC(=O)CCC(=O)N/N=C/C=C/c2ccccc2)cc1`?
ABHD5 PLIN5 PPI: -1; MC4R ag barr: 1.5; H9c2 protect: -2; HTR2A ag: 1; NOD2 RIPK2 PPI: 8; N-glyco inh: -1; ABCB6 inh 2: 102; TLR9-MyD88 inh: -10; NCOA2 inhibitor: -2; MC4R antagonist: 16

What do the screens show for `N#Cc1c(N2CCCC2)nsc1-c1ccccc1`?
ABHD5 PLIN5 PPI: -5; MC4R ag barr: -0.9; H9c2 protect: 0; HTR2A ag: -4; NOD2 RIPK2 PPI: 7; N-glyco inh: 1; ABCB6 inh 2: 99; TLR9-MyD88 inh: -6; MC4R antagonist: 2

What do the screens show for `COc1ccc(C#Cc2cnc3c(c2)C(=O)N([C@H](C)CO)C[C@H](C)[C@@H](CN(C)C(=O)Nc2cccc(OC)c2)O3)cc1`?
ABHD5 PLIN5 PPI: 1; MC4R ag barr: -2.0; H9c2 protect: 15; HTR2A ag: 3; NOD2 RIPK2 PPI: 6; N-glyco inh: 6; ABCB6 inh 2: 95; TLR9-MyD88 inh: -7; NCOA2 inhibitor: -5; MC4R antagonist: 1

What do the screens show for `Cc1cc(C)n(CC(O)Cn2c3ccc(Br)cc3c3cc(Br)ccc32)c(=O)n1` (configuration not stated)?
ABHD5 PLIN5 PPI: 15; MC4R ag barr: 7.9; H9c2 protect: 47; HTR2A ag: -1; NOD2 RIPK2 PPI: 4; N-glyco inh: 4; ABCB6 inh 2: 93; TLR9-MyD88 inh: -2; NCOA2 inhibitor: 23; MC4R antagonist: 5

How did CC1CCC(C(C)C)C(OC(=O)COC(=O)c2cc(O)ccc2N)C1 (configuration not stated) do in these assays?
ABHD5 PLIN5 PPI: -11; MC4R ag barr: 7.4; H9c2 protect: -10; HTR2A ag: 3; NOD2 RIPK2 PPI: 9; N-glyco inh: 5; ABCB6 inh 2: 96; TLR9-MyD88 inh: -6; NCOA2 inhibitor: 32; MC4R antagonist: 10

What do the screens show for `CN(C)C1=NCCN1CC1CCCC1`?
ABHD5 PLIN5 PPI: -3; MC4R ag barr: 0.1; H9c2 protect: -5; HTR2A ag: -5; NOD2 RIPK2 PPI: 0; N-glyco inh: 6; ABCB6 inh 2: 95; TLR9-MyD88 inh: 0; NCOA2 inhibitor: -9; MC4R antagonist: 5

What do the screens show for `CCc1nn(C(C)C(=O)NCCc2ccccc2)c(=O)c2cc3occc3n12` (configuration not stated)?
ABHD5 PLIN5 PPI: 13; MC4R ag barr: 1.9; H9c2 protect: -4; HTR2A ag: 2; NOD2 RIPK2 PPI: -2; N-glyco inh: 2; ABCB6 inh 2: 97; TLR9-MyD88 inh: 8; NCOA2 inhibitor: -20; MC4R antagonist: 2

What do the screens show for `CCOc1cc(-c2cc(-c3ccc(OC)cc3)nc(N)c2C#N)ccc1O`?
ABHD5 PLIN5 PPI: 5; MC4R ag barr: 7.9; H9c2 protect: 3; HTR2A ag: -3; NOD2 RIPK2 PPI: 10; N-glyco inh: 6; ABCB6 inh 2: 106; TLR9-MyD88 inh: -5; NCOA2 inhibitor: -10; MC4R antagonist: 2

What do the screens show for `CC(=O)C1=C(O)C(=O)N(Cc2cccnc2)C1c1ccccc1Cl` (configuration not stated)?
ABHD5 PLIN5 PPI: -5; MC4R ag barr: -0.7; H9c2 protect: 8; HTR2A ag: 1; NOD2 RIPK2 PPI: -10; N-glyco inh: 0; ABCB6 inh 2: 110; TLR9-MyD88 inh: -12; NCOA2 inhibitor: -11; MC4R antagonist: -3

How did CSc1nn(CCc2ccncc2)c(=S)s1 do in these assays?
ABHD5 PLIN5 PPI: 3; MC4R ag barr: -3.2; H9c2 protect: -5; HTR2A ag: 1; NOD2 RIPK2 PPI: 1; N-glyco inh: -1; ABCB6 inh 2: 99; TLR9-MyD88 inh: -8; NCOA2 inhibitor: -5; MC4R antagonist: 10

What do the screens show for `Cc1cc(C)n(CC(=O)NC2CCCCC2)n1`?
ABHD5 PLIN5 PPI: 7; MC4R ag barr: -0.3; H9c2 protect: -1; HTR2A ag: 5; NOD2 RIPK2 PPI: -5; N-glyco inh: -2; ABCB6 inh 2: 104; TLR9-MyD88 inh: -11; NCOA2 inhibitor: 17; MC4R antagonist: 6

How did COc1ccc(-c2nc3n(c2Br)CCC3)cc1 do in these assays?
ABHD5 PLIN5 PPI: 5; MC4R ag barr: -1.1; H9c2 protect: -14; HTR2A ag: 4; NOD2 RIPK2 PPI: -8; N-glyco inh: 1; ABCB6 inh 2: 102; TLR9-MyD88 inh: 1; NCOA2 inhibitor: -64; MC4R antagonist: 5

How did CC(C)(C)c1ccc(/C=N/NC(=O)C(=O)NCCCN2CCOCC2)cc1 do in these assays?
ABHD5 PLIN5 PPI: 4; MC4R ag barr: -1.7; H9c2 protect: 1; HTR2A ag: 0; NOD2 RIPK2 PPI: -2; N-glyco inh: -3; ABCB6 inh 2: 96; TLR9-MyD88 inh: -12; NCOA2 inhibitor: -6; MC4R antagonist: 6

What do the screens show for `CCCCCCn1c(=O)n2n(c1=O)C[C@]1(OC(=O)NC3CCCC3)CN(S(=O)(=O)c3ccc(C)cc3)C[C@]1(O)C2`?
ABHD5 PLIN5 PPI: -11; MC4R ag barr: 0.9; H9c2 protect: -6; HTR2A ag: -3; NOD2 RIPK2 PPI: 3; N-glyco inh: -2; ABCB6 inh 2: 90; TLR9-MyD88 inh: -6; NCOA2 inhibitor: 6; MC4R antagonist: -8

Results for O=C(Cn1cc2c(n1)CCCCC2)Nc1ccccc1Br ?
ABHD5 PLIN5 PPI: -5; MC4R ag barr: -0.6; H9c2 protect: 8; HTR2A ag: -4; NOD2 RIPK2 PPI: 2; N-glyco inh: 0; ABCB6 inh 2: 104; TLR9-MyD88 inh: 5; NCOA2 inhibitor: -40; MC4R antagonist: -4

Results for COc1ccc(C(=O)N/N=C/C(C)c2ccccc2)cc1OC (configuration not stated) ?
ABHD5 PLIN5 PPI: 5; MC4R ag barr: -2.1; H9c2 protect: 4; HTR2A ag: -4; NOD2 RIPK2 PPI: -12; N-glyco inh: 0; ABCB6 inh 2: 91; TLR9-MyD88 inh: -5; NCOA2 inhibitor: 6; MC4R antagonist: 5

What do the screens show for `CCOC(=O)N1CCN(Cc2nc3cc(NC(=O)C(C)C)ccc3n2CC)CC1`?
ABHD5 PLIN5 PPI: 4; MC4R ag barr: 0.5; H9c2 protect: -4; HTR2A ag: -3; NOD2 RIPK2 PPI: -11; N-glyco inh: 0; ABCB6 inh 2: 97; TLR9-MyD88 inh: 6; NCOA2 inhibitor: 19; MC4R antagonist: 7

What do the screens show for `CC1CCCN(C(=O)C(=O)c2cn(CC(=O)N3CCCCCC3)c3ccccc23)C1` (configuration not stated)?
ABHD5 PLIN5 PPI: 8; MC4R ag barr: 1.1; H9c2 protect: -1; HTR2A ag: 1; NOD2 RIPK2 PPI: 1; N-glyco inh: 1; ABCB6 inh 2: 117; TLR9-MyD88 inh: -3; NCOA2 inhibitor: 21; MC4R antagonist: -2

How did COc1ccc(S(=O)(=O)N(C)C[C@H]2Oc3ccc(NC(=O)NC(C)C)cc3C(=O)N([C@H](C)CO)C[C@@H]2C)cc1 do in these assays?
ABHD5 PLIN5 PPI: 0; MC4R ag barr: -1.3; H9c2 protect: 2; HTR2A ag: 8; NOD2 RIPK2 PPI: 1; N-glyco inh: 5; ABCB6 inh 2: 96; TLR9-MyD88 inh: -10; NCOA2 inhibitor: -4; MC4R antagonist: -1

What do the screens show for `COC(=O)c1cc2ccccc2n1Cc1ccc(Cl)nc1`?
ABHD5 PLIN5 PPI: -16; MC4R ag barr: 0.8; H9c2 protect: -6; HTR2A ag: 5; NOD2 RIPK2 PPI: 8; N-glyco inh: -2; ABCB6 inh 2: 98; TLR9-MyD88 inh: 0; NCOA2 inhibitor: -5; MC4R antagonist: -4

Filtered by structure, the entries above containing a cyano group (2)
What do the screens show for `N#Cc1c(N2CCCC2)nsc1-c1ccccc1`?
ABHD5 PLIN5 PPI: -5; MC4R ag barr: -0.9; H9c2 protect: 0; HTR2A ag: -4; NOD2 RIPK2 PPI: 7; N-glyco inh: 1; ABCB6 inh 2: 99; TLR9-MyD88 inh: -6; MC4R antagonist: 2

What do the screens show for `CCOc1cc(-c2cc(-c3ccc(OC)cc3)nc(N)c2C#N)ccc1O`?
ABHD5 PLIN5 PPI: 5; MC4R ag barr: 7.9; H9c2 protect: 3; HTR2A ag: -3; NOD2 RIPK2 PPI: 10; N-glyco inh: 6; ABCB6 inh 2: 106; TLR9-MyD88 inh: -5; NCOA2 inhibitor: -10; MC4R antagonist: 2

The listing continues.
What do the screens show for `COCCCn1c(Cc2csc(Nc3cccc(Cl)c3)n2)nnc1SCC(=O)OC`?
ABHD5 PLIN5 PPI: -4; MC4R ag barr: -1.9; H9c2 protect: -8; HTR2A ag: 0; NOD2 RIPK2 PPI: -2; N-glyco inh: 3; ABCB6 inh 2: 98; TLR9-MyD88 inh: 13; NCOA2 inhibitor: -2; MC4R antagonist: 6

How did Cc1ccc(-n2c3c(cc(C(=O)NC4CCSC4=O)c2=O)C(=O)CCC3)cc1 (configuration not stated) do in these assays?
ABHD5 PLIN5 PPI: 2; MC4R ag barr: -0.8; H9c2 protect: -6; HTR2A ag: 1; NOD2 RIPK2 PPI: -4; N-glyco inh: 2; ABCB6 inh 2: 86; TLR9-MyD88 inh: 4; NCOA2 inhibitor: -25; MC4R antagonist: 0

Results for C=CCSC1=N/C(=C/c2ccsc2)C(=O)N1c1ccccc1 ?
ABHD5 PLIN5 PPI: 3; MC4R ag barr: -2.6; H9c2 protect: 3; HTR2A ag: -2; NOD2 RIPK2 PPI: -2; N-glyco inh: 0; ABCB6 inh 2: 102; TLR9-MyD88 inh: -5; NCOA2 inhibitor: 12; MC4R antagonist: 9

How did CN(C(=S)NC(=O)CCCOc1ccc(Cl)cc1Cl)c1ccccc1 do in these assays?
ABHD5 PLIN5 PPI: -8; MC4R ag barr: -0.1; H9c2 protect: -6; HTR2A ag: -5; NOD2 RIPK2 PPI: -6; N-glyco inh: 2; ABCB6 inh 2: 105; TLR9-MyD88 inh: -2; NCOA2 inhibitor: -1; MC4R antagonist: 19

Results for COc1ccc(NC(=O)COc2ccccc2C)cc1S(=O)(=O)N1CCCCC1 ?
ABHD5 PLIN5 PPI: 3; MC4R ag barr: 0.8; H9c2 protect: 0; HTR2A ag: -14; NOD2 RIPK2 PPI: -7; N-glyco inh: -3; ABCB6 inh 2: 92; TLR9-MyD88 inh: 11; NCOA2 inhibitor: 13; MC4R antagonist: 4

Screens (PubChem)
